F508del corr: CFTR F508del correction in bronchial cells | hit rate 0.36% among 350,000 | AID 720511 | activity (quench increase), % at 7.58 µM | CFBE cells, YFP halide quenching; stimulated with forskolin plus potentiator P3; % fluorescence drop versus neutral controls;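 active = mean added fluorescence quench of at least 8% versus neutral control, with both replicates also reaching 8%; inconclusive = only one of the mean or replicate conditions met; inactive = mean below 8% and not both replicates reaching 8%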;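 also: cells transiently co-express mutant CFTR-F508del with the halide-sensitive YFP; corrector assay measuring rescue of mutant channel to the surface after 24 h compound exposure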
PglD inh: inhibitors of Campylobacter jejuni PglD acetyltransferase; purified PglD enzyme, DTNB colorimetric CoA detection; inhibition, % at 12.5 µM; hit rate 0.098% among 360,000; AID 602405; in the data active = inhibition above about 16%, passing the limit was not always enough; inconclusive = no clear call, values can overlap the other calls; also: strong numbers were not always called active
Cneo AK release: causes C. neoformans cell lysis; adenylate kinase release luminescence, 4 h; normalised: neutral wells 0, clomiphene wells 100; lysis activity, % at 15 µM; hit rate 0.2% among 360,000; AID 651654;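 active = mean lysis activity across replicates of at least 80%, whatever share of replicates individually reach that level; inactive = mean lysis activity below 80%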
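read-out = cell lysis signal | test system = log-phase Cryptococcus neoformans yeast cells | input = cells at 5 × 10^6 per mL | medium = fresh YPD growth medium | signal = luminescent adenylate kinase detection reagent | timing = 4 h at 37 °C static, read 1 h later | dosing = single dose | controls = Clomiphene as positive lysis control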
PGC1a acetyl inh: lowers PGC1a acetylation signal in U2OS cells; AlphaScreen anti-acetyl-lysine; with virally co-expressed GCN5 acetyltransferase; hit rate 0.17% among 350,000; inhibition, % at 15.6 µM;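 active = every replicate shows inhibition of at least 40%; inconclusive = mean inhibition at least 40% but some replicate below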;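 also: 0% = neutral control wells and 100% = positive control wells; some results beyond the cut were filed as inactive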
miR-122 sensor: inhibitors of miR-122 in Huh7 cells. activation (reporter increase), % at 12.5 µM. hit rate 0.3% among 340,000. Huh7 miR-122 Renilla luciferase sensor, 48 h; neutral wells = 0, positive control = 100;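 active = mean replicate activation score at least 90 and every replicate individually at or above 90; inconclusive = only one of the two criteria met; inactive = neither criterion met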;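 also: higher luciferase means less miR-122 activity so hits act as miR-122 inhibitors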
Statin myotox sup: protects C2C12 myotubes from simvastatin toxicity. ATP luminescence, 48 h; scaled: DMSO 0, geranylgeraniol control 100. hit rate 0.78% among 330,000. rescue of ATP level, % at 7.49 µM;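 active = mean ATP rescue above about 67%, or every replicate alone reaching that limit, limit read from the data, passing the limit was not always enough; inconclusive = no clear call, values can overlap the other calls; inactive = mean under the limit and some replicate under it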;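 also: myotubes were challenged with 10 µM simvastatin during compound exposure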
FN deposition inh: fibronectin deposition inhibition | AH1F fibroblasts, Alexa488-fibronectin deposition fluorescence, overnight | inhibition, % at 12.6 µM | hit rate 0.086% among 350,000;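 active = mean inhibition across replicates of 30% or more, regardless of how many single replicates reach that level; inconclusive = mean under 30% yet at least half of replicates reach 30%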;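 also: positive control wells lacked labelled fibronectin entirely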
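Material: AH1F fibroblast monolayer depositing Alexa488-labelled fibronectin into matrix | Input: 10000 AH1F cells/well | Medium: DMEM plus 2% serum, read in PBS | Reagent: Alexa488-fibronectin, 24 nM final in well | Compound dosing: One dose per compound, pinned | Schedule: 1 h adhesion, overnight exposure | Measured by: Fluorescence at 485 nm excitation, 525 nm emission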
GSIS activator: GLuc luminescence reporter in INS-1E cells, primary screen for activators of glucose-dependent secretion of insulin | INS-1E GLuc reporter insulin secretion, 2-3 h | activation, % at 16.6 µM | hit rate 0.61% among 370,000 | AID 743287;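 active = lowest replicate activation of at least 40%, so every replicate reaches that level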;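 also: 0% = median of neutral control wells and 100% = median of IBMX positive control wells; some compounds called inactive have numbers as strong as hits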
Numbers without * were called inactive; ? = inconclusive; . = no result given; & = joins results of further samples; [ ] = another dose, or the depositor's remark.

SMILES	F508del corr	PglD inh	Cneo AK release	PGC1a acetyl inh	miR-122 sensor	Statin myotox sup	FN deposition inh	GSIS activator
COc1ccc(-c2nnn(CC(=O)N(CCCN3CCOCC3)C(C(=O)NC3CCCC3)c3ccco3)n2)cc1 (stereo not drawn)	-1.6	.	.	-1	-5	.	2	-22
CCOc1ccc(C(=O)NCCc2cnc[nH]2)cc1OCC	0.0	-2	0	15	-4	0	-1	11
CCC(=O)N1CC[C@@H]2[C@H]1c1cc(-c3ccc(F)cc3)ccc1N(C)[C@H]2CO	0.5	0	1	2	-2[16.7 µM]	-3	5	-22
O=C(NCc1ccc(Cl)s1)C1CCC(=O)N(CCc2ccccn2)C1 (stereo not drawn)	1.7	0	0	0	-2	-6	2	-4
CCN(CC)C(=O)CSc1nnc(-c2cnccn2)n1-c1ccccc1	.	-5	-1	-2	-5	3	-3	.
Cc1nc(N)nc(N(C)c2ccccc2)c1Br	-2.3	-6	0	-9	-1	0	.	.
C(=NN=Cc1c[nH]c2ccccc12)c1c[nH]c2ccccc12	7.1	-3	0	9	0	-5	6	8
CO[C@@H]1CN(C)C(=O)c2ccc(NC(C)=O)cc2OC[C@H](C)N(CC2CCCCC2)C[C@H]1C	0.6	-2	19	-9	.	0	-5	-8
C[C@H](NC(=O)C1CCN(S(=O)(=O)c2ccccc2)CC1)C(=O)NC1CC1	-1.5	-2	4	6	1	-2	2	.
O=C(CSc1nnc(NC(=O)c2cccc(F)c2)s1)NCc1ccco1	0.1	1	0	2	-9	0	1	13
O=C(C[C@H]1CC[C@@H]2[C@H](COC[C@@H](O)CN2C(=O)c2ccccn2)O1)NC1CCC1	0.4	2	4	-5	-2[16.7 µM]	-18	-3	1
CC(=O)c1cccc(CN2CCCC(N3CCN(c4ccccc4F)CC3)C2)c1 (stereo not drawn)	-2.6	-3	0	-6	-1	3	-5	-9
O=C(CCC(=O)OCC(=O)c1ccc(Cl)cc1Cl)Nc1cccc2cccnc12	.	6	-1	3	-13	-2	1	.
CCC(Sc1nc2cc3c(cc2c(=O)n1Cc1ccco1)OCO3)C(=O)Nc1cccc(OC)c1 (stereo not drawn)	.	3	1	6	11	-7	-4	.
N#Cc1ccc(-c2ccc3c(c2)[C@@H]2[C@@H](CCN2Cc2ccc4c(c2)OCO4)[C@@H](CO)N3)cc1	-0.3	-1	1	-37	-9[16.7 µM]	-33	-16	-6
OC1CCN(c2c3c(nc4cc(-c5ccc(F)cc5)nn24)CCC3)CC1	.	-1	-3	7	-2	-23	.	.
COc1ccc(S(=O)(=O)N(C)c2ccc(C(=O)Nc3ccccc3C(=O)N3CCOCC3)cc2)cc1OC	1.8	0	3	.	.	-1	.	30
COc1cc2c(cc1OC)C(C)N(S(=O)(=O)c1cn(C)c(C)n1)CC2 (stereo not drawn)	.	-1	0	5	-5	.	-4	31
CCCCN(C=O)c1c(CC)nc2ccc(C(=O)NCCN(C)C)cn12	-2.6	-6	2	3	-1	-8	-3	-6
Cc1ccc(NC2CCCN(C(=O)CCc3ccncc3)C2)cc1C (stereo not drawn)	-1.5	-2	-2	-4	4	3	.	8
O=C(Nc1ccc(F)cc1)N1CCCCN2[C@@H](CO)[C@@H](c3ccc(-c4ccncc4)cc3)[C@@H]2C1	2.2	-4	-2	-2	-1[16.7 µM]	.	.	-8
CCc1ccc(OCC(=O)NNC(=O)C2CCN(c3ncnc4sc(C)c(C)c34)CC2)cc1	0.4	-5	3	3	-8	-5	-4	-20
CCOCC(=O)Nc1nnc(SCCOC)s1	.	.	0	5	-3	-6	-2	.
C[C@@H]1Cn2cnc(C(=O)Nc3cccc(Cl)c3)c2C(=O)N1	1.8	7	-2	.	0	0	13	16
Cc1cccc(S(=O)Cc2ccc(C(=O)N3CCN(C(=O)c4ccco4)CC3)o2)c1 (stereo not drawn)	0.6	11	1	8	0	-3	11	-5
CCOc1cc(/C=N/NC(=O)c2cc(-c3ccccc3)nc3ccccc23)ccc1O	0.3	-7	-10	.	.	-2	.	-11
COc1ccc(C(=O)NNC(=O)COC(=O)c2sccc2C)cc1	5.0	4	-1	2	-16	-5	1	7
C[C@@H]1CN([C@H](C)CO)S(=O)(=O)c2ccc(C3=CCCC3)cc2O[C@H]1CN(C)S(=O)(=O)c1cn(C)cn1	2.9	4	-6	-10	12[16.7 µM]	-19	-14	-2
CCOC(=O)C1=NN(C(C)=O)C2C(=O)N(CC)C(=O)C12 (stereo not drawn)	-0.2	-5	1	0	-2	12	2	1
CCC(=O)N1C[C@@H](C)[C@@H](OC)CN(C)C(=O)c2cc(NC(=O)C3CCCCC3)ccc2OC[C@@H]1C	1.9	-1	-10	-3	.	4	-2	12
C[C@H](CO)N1C[C@H](C)[C@@H](CN(C)Cc2ccc3cccnc3c2)OCc2cnnn2CCCC1=O	1.0&1.7&3.5	5&1&3	0&-2&-11	6&8&10	-2	3&-4&6	-4&1	0&4
COc1cc2c(cc1NC(=O)CSc1ccc(Cl)cc1)oc1ccccc12	.	-2	1	0	-1	9	-6	-18
O=C(CN1C(=O)c2ccccc2C1=O)NNC1=NS(=O)(=O)c2ccccc21	.	0	-4	3	-1	2	7	-1
COc1ccccc1-c1ccc(C2[C@H]3CNC[C@@H]2N3Cc2ccc(F)cc2)cc1 (stereo partly drawn)	-4.5	.	.	-7	.	.	-8	2
CCOc1ccc(NC(=O)CNC(=O)c2cccs2)cc1	-1.4	.	.	6	11	15	-4	-7
C[C@H](CO)N1C[C@H](C)[C@H](CN(C)Cc2ccccn2)Oc2ncc(C#Cc3ccc(F)cc3)cc2C1=O	-0.2	2	0	-14	-8[16.7 µM]	7	.	-4
COc1ccccc1CNC(=O)C[C@@H]1C[C@H]2c3cc(NC(=O)C4CCOCC4)ccc3O[C@H]2[C@H](CO)O1	1.2	0	-21	-3	-2[16.7 µM]	-4	-7	-8
CO[C@H]1CN(C)C(=O)c2cc(NC(=O)C3CC3)ccc2OC[C@@H](C)N(Cc2nccs2)C[C@@H]1C	-2.7	5	51	2	.	0	7	5
Cc1cc(NC(=O)c2ccc3c(c2)C(=O)N(CCC(C)C)C3=O)no1	.	-4	-2	9	-9	1	.	.
O=C1/C(=C/c2cccc(Cl)c2)SC(=S)N1CCC(=O)N1CCCCC1CCO (stereo not drawn)	-0.1	3	1	.	.	0	15	6
CCN(CC)c1ccc(-c2nnc(SCC(=O)N(CCOC)c3c(N)n(CC(C)C)c(=O)[nH]c3=O)o2)cc1	1.1	.	.	.	.	-3	2	-9
CCC1CCCCN1Cc1nc2c(c(=O)n(C)c(=O)n2C)n1CCCc1ccccc1 (stereo not drawn)	2.8	-5	6	.	.	8	7	.
CN1CCN(c2ccccc2NC(=O)c2cc3ccccc3o2)CC1	.	5	3	-13	9	-7	2	10
O=C(CSc1nnc(NC(=O)c2c(F)cccc2Cl)s1)Nc1ccccc1F	3.8	-1	1	.	.	-2	18	2
CCC(=O)Nc1ccc(NC(=S)NC(=O)c2oc3ccccc3c2C)cc1	.	3	-5	-5	-12	.	-10	60*

Entries of single compounds from above. Order of values: F508del corr, PglD inh, Cneo AK release, PGC1a acetyl inh, miR-122 sensor, Statin myotox sup, FN deposition inh, GSIS activator
CN1CCN(c2ccccc2NC(=O)c2cc3ccccc3o2)CC1 is listed as ., 5, 3, -13, 9, -7, 2, 10
C[C@H](CO)N1C[C@H](C)[C@H](CN(C)Cc2ccccn2)Oc2ncc(C#Cc3ccc(F)cc3)cc2C1=O is listed as -0.2, 2, 0, -14, -8[16.7 µM], 7, ., -4

(cont.)
SMILES	F508del corr	PglD inh	Cneo AK release	PGC1a acetyl inh	miR-122 sensor	Statin myotox sup	FN deposition inh	GSIS activator
Cc1ccc(S(=O)(=O)N(C)C[C@@H]2Oc3ncc(-c4ccc(F)cc4)cc3C(=O)N([C@H](C)CO)C[C@@H]2C)cc1	-2.2	2	0	-2	-6[16.7 µM]	12	0	15
CCOc1ccc(NC(=O)c2cccc(NC(C)=O)c2)cc1S(=O)(=O)N1CCCC1	-2.6	-2	-2	36	-1	-4	3	-7
Cc1ccc2oc(-c3cccc(NC(=O)c4cc(-n5cnnc5)ccc4Cl)c3)nc2c1	.	-3	-1	-5	5	-17	-14	.
CCOc1c(C)cc(-c2ncccc2O)cc1C	.	7&8	4&0	2&3	5&-4	-21&17	0&0	.
CNC[C@@H]1Oc2ccc(NC(=O)Nc3cccc4ccccc34)cc2CC(=O)N([C@H](C)CO)C[C@H]1C	-1.9	2	3	-5	0[16.7 µM]	16	0	-1
Cc1ccc(N2CCN(C(=O)c3cn(CC4CCCCC4)nn3)C(C)C2)cc1 (stereo not drawn)	-1.7	6	0	-1	-2	.	-10	-23
O=C(Nc1ccc(F)cc1)Nc1ccc2c(c1)[C@H]1C[C@@H](CC(=O)N3CCOCC3)O[C@H](CO)[C@H]1O2	-3.0	2	-3	5	4[16.7 µM]	2	-3	12
COc1ccccc1OS(=O)(=O)c1ccc(NC(C)=O)cc1	-1.2	3	3	4	.	.	-5	-7
COc1cc(OC)cc(C(C(=O)NCc2ccccc2)N(Cc2ccco2)C(=O)c2ccno2)c1 (stereo not drawn)	.	-6	-3	-11	16	-16	.	.
COc1cc(C(=O)N2CCN(c3ccccc3Cl)CC2)ccc1OCC(=O)N1CCOCC1	-0.4	-3	0	-5	-6	-2	0	.
COc1cc2nc(CN3CCN(S(=O)(=O)c4ccccc4[N+](=O)[O-])CC3)[nH]c(=O)c2cc1OC	.	5	0	-5	-8	-2	-2	.
Cc1ccc(S(=O)(=O)Nc2cccc(-c3ccc4nncn4n3)c2)cc1	1.0	-2	1	9	?	-97	19	7
O=C(NCc1ccco1)c1ccc(C(=O)NCc2ccco2)s1	.	-5	-3	5	3	-8	.	.
O=C(CSc1ncnc2ccccc12)NCc1ccco1	.	5	1	-9	-4	-9	.	.

Molecules above with a Cl atom, in the order listed:
SMILES	F508del corr	PglD inh	Cneo AK release	PGC1a acetyl inh	miR-122 sensor	Statin myotox sup	FN deposition inh	GSIS activator
O=C(NCc1ccc(Cl)s1)C1CCC(=O)N(CCc2ccccn2)C1 (stereo not drawn)	1.7	0	0	0	-2	-6	2	-4
O=C(CCC(=O)OCC(=O)c1ccc(Cl)cc1Cl)Nc1cccc2cccnc12	.	6	-1	3	-13	-2	1	.
C[C@@H]1Cn2cnc(C(=O)Nc3cccc(Cl)c3)c2C(=O)N1	1.8	7	-2	.	0	0	13	16
COc1cc2c(cc1NC(=O)CSc1ccc(Cl)cc1)oc1ccccc12	.	-2	1	0	-1	9	-6	-18
O=C1/C(=C/c2cccc(Cl)c2)SC(=S)N1CCC(=O)N1CCCCC1CCO (stereo not drawn)	-0.1	3	1	.	.	0	15	6
O=C(CSc1nnc(NC(=O)c2c(F)cccc2Cl)s1)Nc1ccccc1F	3.8	-1	1	.	.	-2	18	2
Cc1ccc2oc(-c3cccc(NC(=O)c4cc(-n5cnnc5)ccc4Cl)c3)nc2c1	.	-3	-1	-5	5	-17	-14	.
COc1cc(C(=O)N2CCN(c3ccccc3Cl)CC2)ccc1OCC(=O)N1CCOCC1	-0.4	-3	0	-5	-6	-2	0	.
